Screening data deposited in PubChem by National Center for Advancing Translational Sciences (NCATS).
S3 lipid droplet = qHTS Assay for Lipid Storage Modulators in Drosophila S3 Cells. Drosophila S3 cells, BODIPY lipid droplet fluorescence, 18-24 h; cells fed with added oleic acid. Potency in µM for hits, for the others lipid storage change, negative = inhibition, % at the top dose, mostly 46.1 µM. 320,000 compounds, 0.64% hits. AID 2685; active = well fitted inhibition curve with a large enough effect in the signal ratio, with a control signal flat, not every such curve was filed as active; inconclusive = small, poorly fitted or top-dose-only effect, or effect the other way, or a change in a side signal; the % refers to the signal ratio
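Laser-scanning cytometry quantifies lipid droplet accumulation (500–530 nm total intensity; droplet/cell object ratio) in oleic acid-fed (400 uM added) Drosophila S3 cells treated with a concentration series. 20 uM Triacsin C defined 100% inhibition.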
S3 lipid droplet cell count max = also measured in S3 lipid droplet; calls as there; cell number change, %; measured here: cell count max response;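 cells counted by Cell Tracker Red CMTPX staining in the red channel; peak over a dose series mostly up to 46.1 µM; percent activity relative to internal control wells on each plate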
Starred values were filed as active, the others as inactive; i = inactive; u = inconclusive; x = not tested or not shown; [ ] = dose if it differs, or a comment. % is scaled to controls: 0 for no effect and ±100 for the full control effect; potency is read from the fitted curve at half-maximal effect. A portion of the library; count on the stated rates, not on these rows.

SMILES | S3 lipid droplet | S3 lipid droplet cell count max
COc1cccc(/C=N/NC(=O)c2nnn(-c3nonc3N)c2C(C)C)c1OCc1ccc(F)cc1 | i | -19
Cc1ccnc(NC(=O)c2ccc3c(c2)C(=O)N(CC2CCCO2)C3=O)c1 (stereo not drawn) | u | x
Cc1ccc(NC2=C/C(=N/S(=O)(=O)c3cccs3)c3ccccc3C2=O)cc1C | u | x
Cc1ccc(C)c(Sc2ccc(S(=O)(=O)Nc3ccc(C(=O)O)cc3)cc2)c1 | u | x
CN1CCN(/N=C/c2nc(-c3ccccc3Cl)n3ccccc23)CC1 | 2% | -6
Cc1cc(C)c2cc(CN(CCO)C(=O)Nc3ccc(F)cc3)c(=O)[nH]c2c1 | u | x
COc1ccc(OCC(=O)Nc2ccc(S(=O)(=O)N(C)c3ccccc3)cc2)cc1 | i | x
COc1cccc(NC(=O)CN(C)C(=O)CSC(=S)N2CCCC2)c1 | 20% | -15
Cc1cc(C(C#N)c2ccccc2)n2ncnc2n1 (stereo not drawn) | u | x
CCOc1ccc(Nc2c3ccccc3nc3ccccc23)cc1 | u | x
C/C(=N/NC(=O)c1cc(C)[nH]n1)c1ccncc1 | -11% | 20
O=C(c1cc(-c2ccccc2)n[nH]1)N1CCc2c([nH]c3ccccc23)C1c1ccccn1 (stereo not drawn) | u | x
CCOC(=O)C(CCCCCOc1ccccc1[N+](=O)[O-])C(=O)OCC | u | x
CC1CCCC(C)N1C(=O)c1ccc(S(=O)(=O)NCc2ccco2)cc1 (stereo not drawn) | u | x
O=[N+]([O-])c1ccc2sc(SCc3nc4ccccn4c3Br)nc2c1 | 9% | 1

Compounds listed so far that have an NH in an aromatic ring (3):
SMILES | S3 lipid droplet | S3 lipid droplet cell count max
Cc1cc(C)c2cc(CN(CCO)C(=O)Nc3ccc(F)cc3)c(=O)[nH]c2c1 | u | x
C/C(=N/NC(=O)c1cc(C)[nH]n1)c1ccncc1 | -11% | 20
O=C(c1cc(-c2ccccc2)n[nH]1)N1CCc2c([nH]c3ccccc23)C1c1ccccn1 (stereo not drawn) | u | x

Carrying on.
SMILES | S3 lipid droplet | S3 lipid droplet cell count max
O=C(CSc1ccccc1)Nc1nnc(-c2ccco2)o1 | u | x
CCOc1ccccc1NC(=O)CSc1nc(=O)n(CCCN2CCOCC2)c2c1CCCC2 | u | x
Cc1ccc2nc(-c3ccc(NC(=O)CN4CCN(C(=O)c5ccco5)CC4)cc3)sc2c1 | u | x
O=C(NCc1ccc(F)cc1)C1CCCN1C(=O)Nc1cccc(F)c1 (stereo not drawn) | u | x
O=C(O)C1CCN(c2ncccn2)CC1 | -2% | 10
CC(=O)CSc1ccc(-c2nc3ccccc3[nH]2)cn1 | u | x
CCOC(=O)C1(Cc2ccccc2C(F)(F)F)CCN(C(C)CSC)CC1 (stereo not drawn) | -17% | -16
CCN(Cc1ccccc1)C(=O)c1cccc(S(=O)(=O)N2CCN(c3ccc(F)cc3)CC2)c1 | u | x
Cc1c(N2C(=O)/C(=C\c3ccccc3O)SC2=S)c(=O)n(-c2ccccc2)n1C | -22% | -14
COc1cccc(N2CCN(C(=O)/C=C/c3ccco3)CC2)c1 | u | x
COc1cc(C(=O)N2CCN(Cc3ccccn3)CC2)cc(OC)c1OC | 15% | -1
CCOC(=O)c1csc(NC(=O)COc2ccc(Cl)cc2Cl)n1 | u | x
CC(C)(CO)NCc1cccc(OCc2ccc(Cl)cc2)c1 | 0% | -9
Cc1cc(C)n(-c2nc3ccccc3nc2N2CCOCC2)n1 | -3% | 4
Nc1ncn(C(=O)c2ccco2)n1 | u | x
CCC(=O)OCC(=O)Nc1ncc(C(F)(F)F)cc1Cl | -1% | 5
CS(=O)(=O)c1ccc(Cl)c(NC(=O)CCc2ccccc2)c1 | i | -4
COc1ccc(C(C(=O)NCCC(C)C)N(CCN2CCOCC2)C(=O)Cn2nnc3ccccc32)c(OC)c1 (stereo not drawn) | 19% | 0
CC(C)(C)c1ccc(OCC(O)CSc2ncn[nH]2)cc1 (stereo not drawn) | u | x
CC(N=c1ccccn1C(=O)Nc1cccc(C(F)(F)F)c1)c1ccco1 (stereo not drawn) | u | x
Cc1c(-c2cccs2)[n+](=O)c2c(n1[O-])CCCC2 | 3% | 2
Cc1onc(C(=O)NN)c1C(=O)N1CCN(C(c2ccccc2)c2ccccc2)CC1 | 6% | 21
O=C(/C=C/c1ccccc1Cl)N1CCN(c2ncccn2)CC1 | u | x
CC(NC(=O)c1ccc(N2CCCC2)c([N+](=O)[O-])c1)c1ccc(S(N)(=O)=O)cc1 (stereo not drawn) | u | x
Cc1ccc(C)c(S(=O)(=O)N2CCN(C(=O)CN3C(=O)C4CC=CCC4C3=O)CC2)c1 (stereo not drawn) | u | x
COCc1cc(=O)[nH]c(/N=C(\N)Nc2c(F)cccc2F)n1 | -5% | 13
COC(=O)c1ccccc1NC(=O)C(CCS(C)(=O)=O)NC(C)=O (stereo not drawn) | u | x
Cc1ccc(CN2CC(C(=O)N3CCN(S(=O)(=O)c4c(F)cccc4F)CC3)CC2=O)cc1 (stereo not drawn) | u | x
C/C(N)=C(/C#N)C(=O)CSc1nc2cc(Cl)ccc2s1 | i | -23
COc1ccc(C(=O)c2oc3ccc(OC)cc3c2N)cc1 | 3% | -5
COCC(=O)N(Cc1cc2ccccc2[nH]c1=O)c1ccccc1OC | i | 19
N/C(=N\OC(=O)c1cccc(Br)c1)c1ccncc1 | u | x
CCc1ccc(NC(=O)C(=O)NNC(=O)COc2cccc(OC)c2)cc1 | 24% | x
CCN(C(=O)c1ccc(NC(=O)c2ccco2)cc1)c1ccccc1 | u | x
COc1cccc(/C=N/c2oc(-c3ccccc3)cc2C#N)c1O | u | x
CCOc1ccccc1NC(=S)N1CCC(c2nc3ccccc3o2)CC1 | u | x
CC(C)CNC(=O)C1CCN(S(=O)(=O)c2ccc3c(c2)OCCO3)CC1 | -2% | 6
O=C(N/N=C\C=C\c1ccco1)c1cncc(Br)c1 | -2% | 2
Cc1ccc(Cn2c(SCCN3CCCCC3)nc3c2c(=O)n(C)c(=O)n3C)cc1 | u | x
O=C(COc1ccccc1)N1CCN=C1SCc1ccccc1 | u | x
CCCn1c(N2CCC(Cc3ccccc3)CC2)nc2c1c(=O)[nH]c(=O)n2C | u | x
CCOc1ccccc1NC(=O)CCc1ccc(C)o1 | i | 11
O=C(c1cc2cc(Cl)ccc2oc1=O)N1CCOCC1 | u | x
Cc1cc(=O)[nH]c(/N=C(\N)Nc2cccc3ccccc23)n1 | u | x
COC(=O)c1sc(S(=O)(=O)NCc2ccccc2)c(C(=O)OC)c1C | u | x
CCn1ccc(C(=O)Nc2cccc(Cl)c2)n1 | u | x
CCOc1ccc(N2C(=O)CC(SCc3nc4ccccc4[nH]3)C2=O)cc1 (stereo not drawn) | 0% | 18
CCCN(CCC)C(=O)c1ccc2nc(-c3ccc(OC)c(OC)c3)c(-c3ccc(OC)c(OC)c3)nc2c1 | 0% | -3
CCOc1ccc(/C=N/NC(=O)C2(O)c3ccccc3-c3ccccc32)cc1 | 7% | 0
O=S(=O)(c1ccc(SCc2ccc(Cl)cc2)nc1)N1CCCC1 | u | x
CCN1CCN(CCCOc2ccc(Cl)cc2Br)CC1 | -16% | 7
CC(C)c1nnc(NC(=O)C2c3ccccc3Oc3ccccc32)s1 | u | x
Cc1ccc(C(=O)O/N=C(\N)c2cccc([N+](=O)[O-])c2)cc1 | 10% | -21
Cc1cc(C)c(OCC(=O)NCC(c2ccco2)N2CCCCC2)c(C)c1 (stereo not drawn) | u | x
Cc1ccc(C)c(N(C(=O)c2snc(C(N)=O)c2N)C(C(=O)NCC2CCCO2)c2ccc(C)o2)c1 (stereo not drawn) | u | x
COc1ccccc1-c1n[nH]c(=S)o1 | u | x
CC1C(=O)CC(c2ccco2)NC1c1ccco1 (stereo not drawn) | i | x
Brc1cccc(-c2nnc3sc(CNC4CCCC4)cn23)c1 | u | x
COc1cccc(/C=C2\SC(=O)N(CCC(=O)N3CCC(C(=O)O)CC3)C2=O)c1 | i | 2
CCOC(=O)c1c(C2COc3ccccc3O2)csc1NC(=O)c1ccco1 (stereo not drawn) | i | x

Taken from the entries so far, four compounds:
SMILES | S3 lipid droplet | S3 lipid droplet cell count max
COc1cccc(/C=N/NC(=O)c2nnn(-c3nonc3N)c2C(C)C)c1OCc1ccc(F)cc1 | i | -19
Cc1ccnc(NC(=O)c2ccc3c(c2)C(=O)N(CC2CCCO2)C3=O)c1 (stereo not drawn) | u | x
Cc1ccc(NC2=C/C(=N/S(=O)(=O)c3cccs3)c3ccccc3C2=O)cc1C | u | x
Cc1ccc(C)c(Sc2ccc(S(=O)(=O)Nc3ccc(C(=O)O)cc3)cc2)c1 | u | x

Carrying on.
SMILES | S3 lipid droplet | S3 lipid droplet cell count max
CCOc1ccc(-n2cc(-c3ccccc3)c3c(SC(C)C(=O)OC)ncnc32)cc1 (stereo not drawn) | -16% | -21
Cc1ccc(C)c(C(=O)Nc2ccncc2)c1 | u | x
CC(Sc1ccsc1[N+](=O)[O-])C(=O)N1CCN(c2ccccn2)CC1 (stereo not drawn) | -6% | -6
O=C(CSc1nnc(-c2ccncc2)n1Cc1ccco1)Nc1nc(-c2ccccc2)cs1 | u | x
O=C(CSc1nnnn1-c1ccccc1)N1CCCc2ccccc21 | u | x
CCCCc1nnc(NC(=O)CSCc2cc(=O)n3cc(C)sc3n2)s1 | i | 11
COC(=O)Nc1ccc(S(=O)(=O)N2c3ccccc3CCC2C)cc1 (stereo not drawn) | 14% | -20
COc1ccc(C2=NN(S(=O)(=O)c3ccccc3)C(c3ccccc3)C2)cc1 (stereo not drawn) | 5% | 6
COc1ccc(/C(C)=N/NC(=O)c2ccc3nc[nH]c3c2)cc1 | u | x
COc1ccc(C(CCNCc2ccc(OC(C)C)cc2)C(C)C)cc1 (stereo not drawn) | u | x
O=C1CC(c2ccccc2)Cc2nc(NCc3ccco3)ncc21 (stereo not drawn) | u | x
CCN(CC)S(=O)(=O)c1cc(NC(=O)CSc2nnc(N)s2)ccc1C | u | x
O=C(NCC(c1cccnc1)N1CCOCC1)c1ccc2c(c1)OCO2 (stereo not drawn) | 6% | -4
O=C1CC(c2ccco2)CC2=C1C1c3ccccc3C(=O)N1c1ccccc1N2 (stereo not drawn) | u | x
Cc1cc(C)n(C(=O)/C=C/c2cccs2)n1 | 10% | 5
Cn1cc(CN2CCC(O)CC2)c(-c2ccc(Oc3ccccc3)cc2)n1 | 4% | 16
Cc1ccc(/C=N/n2c(C)n[nH]c2=S)o1 | -21% | 9
Cc1c(NC(=O)CN2C(=O)NC3(CCCCC3)C2=O)c(=O)n(-c2ccccc2)n1C | -2% | 12
O=[N+]([O-])c1ccc2c(c1)C(O)n1ncnc1S2 (stereo not drawn) | u | x
CN1CCN(C(=O)c2cc(Br)cn2C)CC1 | 1% | 12
CC(C)Oc1ccc(C(=O)Nc2cccc3cccnc23)cc1 | 0% | -1
C=CCn1c(Oc2ccc(C(=O)OC)cc2)nc2c1c(=O)n(C)c(=O)n2C | 6% | 1
O=C(C1=C[C@@H](c2ccc3c(c2)OCO3)C[C@@H](OCCCCO)O1)N1CCN(Cc2ccc3c(c2)OCO3)CC1 | -9% | 1
CC(C)CNS(=O)(=O)c1ccc(CCC(=O)NC2CCCC2)cc1 | u | x
O=C(NNC(=O)c1cc(C(F)(F)F)cc(C(F)(F)F)c1)c1ccc(Cl)cc1 | 1% | -1
Cc1ccc(OCc2ccc(C(=O)Nc3nccs3)o2)cc1C | -21% | -11
Nc1ccc(C(=O)N2N=C(c3ccc(F)cc3)CC2(O)C(F)(F)F)cc1 (stereo not drawn) | u | x
Cc1csc2ncc(C(=O)N3c4ccccc4CC3C)c(=O)n12 (stereo not drawn) | u | x
CC(C)CC1NC(=S)N(C2CCCCC2)C1=O (stereo not drawn) | u | x
FC(F)(F)c1cccc(Cn2nnnc2-c2cccc(C(F)(F)F)c2)c1 | -15% | 14

3 records picked at random from those above, as already listed:
SMILES | S3 lipid droplet | S3 lipid droplet cell count max
Cc1ccc(OCc2ccc(C(=O)Nc3nccs3)o2)cc1C | -21% | -11
Cn1cc(CN2CCC(O)CC2)c(-c2ccc(Oc3ccccc3)cc2)n1 | 4% | 16
O=C(NNC(=O)c1cc(C(F)(F)F)cc(C(F)(F)F)c1)c1ccc(Cl)cc1 | 1% | -1

Continuation:
SMILES | S3 lipid droplet | S3 lipid droplet cell count max
CCOC(=O)c1cccnc1SCC(=O)NC(C)CC (stereo not drawn) | 15% | 5
CC1(C)CC(=O)C=C(/C=C/c2ccccc2)C1 | u | x
CC(C)(C)c1nnc2sc(SCCN3C(=O)c4ccccc4C3=O)nn2c1=O | u | x
COc1cc(NC(=O)CN(C)S(=O)(=O)c2ccc(-c3ccc(=O)[nH]n3)s2)cc(OC)c1 | u | x
Cc1cccn2c(/C=N/OCc3cccc(F)c3)c(-c3ccc(Cl)cc3)nc12 | u | x
O=C(NCc1ccccc1)N(Cc1nc2ccccc2c(=O)[nH]1)C1CCCC1 | -8%[9.22 µM] | 4
Cc1occc1-c1nnc(SCC(=O)NCCc2ccccc2)n1C(C)c1ccccc1 (stereo not drawn) | u | x
Cc1ccc(C(=O)NNC(=O)OC(C)(C)C)c(Cl)c1 | i | 17
O=C(CCC(=O)N(CC(=O)NC1CCCC1)C1CCCCC1)Nc1ccccn1 | -4% | -6
